High-throughput results deposited in PubChem BioAssay by National Center for Advancing Translational Sciences (NCATS).
ATXN2 expr inh – reduces ATXN2 reporter expression in HEK-293 cells. AID 1745845. HEK-293 ATXN2-luciferase reporter, luminescence, 24 h. 360,000 tested, 0.72% active. Potency, µM (doses to about 57 µM), inactives show top-dose activity change, negative = inhibition, usual class: inhibitors; further: potency means the concentration at half of the fitted maximal effect; on the % scale 0 is the no-effect control and ±100 the full control effect; nearly all actives have a fitted effect of over 55% in size
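ATXN2-luciferase reporter cells (luciferase flanked by upstream and downstream ATXN2 gene portions) were treated 24 h at 37 °C with compounds at up to 57 uM. SteadyGlo luminescence gave expression; GF-AFC fluorescence gave viability.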
HT1080 IDH1KD tx – toxicity to HT-1080 IDH1 knockdown cells (counter line) | HT-1080 IDH1 knockdown viability, ATP luminescence, 48 h | Potency, µM (doses to about 46.1 µM), inactives show at the top dose activity, negative = toxicity, hits mostly cytotoxic | 360,000 tested, 2% active | AID 686971;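 further: potency means the concentration at half of the fitted maximal effect; 0% = DMSO wells and -100% = cell-free medium wells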
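Assay cells: HT-1080 with IDH1 knockdown, 750 per well, RPMI/5% FBS. Exposure: 48 h at 37 °C following 2 h pre-incubation. Read: CellTiter-Glo luminescence; fitted concentration-response, curve class assigned.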
SW480 rereplic – inducers of DNA re-replication in SW480 colon cancer cells; SW480 DNA re-replication, Hoechst DNA content imaging, 48 h; Potency, µM (highest dose often 46.1 µM), for the others: top-dose re-replication activation, most hits filed as activators; 340,000 tested, 1.8% active; AID 624297; further: potency means the concentration at half of the fitted maximal effect; % of control where 0% means no effect; nearly all actives have a fitted effect of over 55% in size
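Quantitative HTS format with DMSO vehicle controls; 48 hr drug incubation at 37 C, then 40 min Hoechst staining and scanning imager measurement at 405 nm excitation.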
KB-V1 cytotox – kills drug-selected multidrug resistant KB-V1 cells; KB-V1 MDR cells viability, CellTiter-Glo, 72 h; Potency, µM (doses to about 46.1 µM), for inactives: at the top dose activity change, negative = cytotoxicity, hits mostly cytotoxic; 400,000 tested, 3.4% active; further: potency means the concentration at half of the fitted maximal effect; on the % scale 0 is the no-effect control and ±100 the full control effect; nearly all actives have a fitted effect of over 60% in size
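Cytotoxicity via CellTiter-Glo luminescence after 72 h compound exposure at 37 degrees C. Cells: drug-selected KB-V1 line, DMEM phenol-red free plus 10% FBS. Compounds tested at multiple concentrations; normalized data fitted to concentration-effect curves.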
ATXN viability – cell viability loss in ATXN counter-screen; AID 651635; 400,000 tested, 0.49% active; Potency, µM (titrated, usually from 56.7 µM), actives largely listed as cytotoxic; S2 cells (HEK-293 line with an ATXN2-luciferase reporter) viability, CellTiter-Fluor protease fluorescence, 24 h; further: potency means the concentration at half of the fitted maximal effect; nearly all actives have a fitted effect of over 40% in size
MCF10A rerep – induces DNA re-replication in MCF 10a normal breast cells; MCF 10A DNA re-replication, Hoechst nuclear intensity, 48 h; Potency, µM (doses to about 46.1 µM), inactives show top-dose activity, positive = re-replication, hits mostly activators; 350,000 tested, 2.9% active; AID 624296; further: potency means the concentration at half of the fitted maximal effect; % of control where 0% means no effect; nearly all actives have a fitted effect of over 50% in size
IL-1B inflam inh – inflammasome signaling inhibition, IL-1 beta readout. 360,000 tested, 4.7% active. THP-1 LPS/ATP IL-1B secretion, AlphaLISA, 16 h; active compounds read low. activity change, % at 57.5 µM. AID 743279; in the data active means activity change below about -50%; inconclusive means mostly about -30% to -49%; further: on the % scale 0 is the no-effect control and ±100 the full control effect
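Secreted IL-1B measured by AlphaLISA bead assay after 16 h compound exposure of THP-1 cells; compounds (final up to 57.5 uM) added 1 h before LPS (250 ng/mL) and ATP (1.25 mM) stimulation; lower signal means less secretion.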
KB-3-1 tox – kills parental KB-3-1 adenocarcinoma cells | KB-3-1 viability, CellTiter-Glo ATP luminescence, 72 h | Potency, µM (titrated, usually from 46.1 µM), for the others: top-dose activity change, negative = cytotoxic, hits mostly cytotoxic | 400,000 tested, 1.4% active | AID 1347075; further: potency means the concentration at half of the fitted maximal effect; on the % scale 0 is the no-effect control and ±100 the full control effect; nearly all actives have a fitted effect of over 60% in size
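Parental KB-3-1 viability, qHTS format: 72 h compound exposure, 37 °C; CellTiter-Glo; media-only wells and DMSO plates as controls; concentration-effect fits on corrected data.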
HT1080-NT tox – kills 2HG-producing HT-1080-NT fibrosarcoma cells | 360,000 tested, 1.6% active | Potency, µM (highest dose often 46.1 µM), inactives show top-dose activity, negative = less viability, hits mostly cytotoxic | AID 686970 | HT-1080-NT fibrosarcoma viability, CellTiter-Glo ATP luminescence, 48 h;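 further: NT is the 2HG producing partner of a matched IDH1 knockdown line; potency means the concentration at half of the fitted maximal effect; 0% = DMSO-treated cells and -100% = media-only wells without cells; nearly all actives have a fitted effect of over 55% in size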
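A 48-hour cytotoxicity screen used HT-1080-NT cells plated 2 hours before compound delivery. ATP-based CellTiter-Glo luminescence measured viability, normalized to DMSO and no-cell controls.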
* hit, by the source's call; i = inactive; ? = inconclusive; . = no result given; [ ] = remark or other dose. Unless noted, the call rests on the fitted dose curve; in most records, active means well fitted curve in the direction sought with a large enough effect; inconclusive means small, poorly fitted or top-dose-only effect, or another doubt; inactive means no such curve, though single readings can be large; an effect the other way counts as inactive or inconclusive.

The line under a structure holds: KB-V1 cytotox | ATXN2 expr inh | HT1080 IDH1KD tx | ATXN viability | HT1080-NT tox | IL-1B inflam inh | MCF10A rerep | SW480 rereplic | KB-3-1 tox
O=C(N/N=C/C=C/c1ccccc1)C(O)c1ccccc1 (centres undefined)
    1% | 42%[activator] | 2% | i | -1% | -8 | ? | -3% | -4%
CN1C[C@@H]2[C@@H]3C(=O)N(C)C(=O)[C@@H]3[C@](C)(C1=O)N2C(=O)c1ccc(Cl)cc1
    5% | -6% | 2% | i | 16% | 10 | -24% | 2% | 11%
CC(=O)N1CCN(C(c2ccccc2)c2nnnn2C(C)(C)C)CC1 (centres undefined)
    -7% | 13% | 29% | i | 19% | 60 | . | . | 17%
CC1=CC2=NC(=O)/C(=C\c3cccn3CCOc3cc(C)cc(C)c3)C(=N)N2O1
    ? | -3% | -17% | i | -9% | -56* | ? | 3% | -1%
Cc1ccc(C2CC(=O)C=C(Nc3ccc(Cl)cc3)C2)cc1 (centres undefined)
    ? | -3% | 4% | i | 0% | 17 | ? | 6% | 12%
CCOC(=O)c1c(SCC(=O)Nc2nc3ccccc3s2)nc(=O)[nH]c1C
    12% | 10% | . | i | . | . | . | . | -4%
CCN(CC)S(=O)(=O)c1cccc(NC(=O)COc2ncnc3sccc23)c1
    -11% | -11% | -16% | i | -10% | 18 | 2% | 9% | -4%
O=C(Cn1cncn1)N/N=C/c1ccc(Cl)cc1
    ? | 5% | 20% | i | 15% | 6 | 1% | -5% | 16%
CCOC(=O)C1CCC2(CC1)C(C#N)=C(N)Oc1n[nH]c(C)c12 (centres undefined)
    -5% | -4% | 9% | ? | -18% | -3 | -1% | -1% | 10%
CCCN1CC(=O)N2C(c3cccc(OC)c3OC)c3[nH]c4ccccc4c3C[C@H]2C1=O (some centres undefined)
    -16% | . | 1% | i | 3% | -2 | -16% | -15% | ?
CCOc1ccc(OCCC(=O)OC(C)C(=O)Nc2ccc(C(C)=O)cc2)cc1 (centres undefined)
    . | 12% | 10% | i | 3% | 13 | 8% | 5% | .
Cc1ccc(C(C)C)c(OCC(=O)Nc2cccc(NC(=O)c3ccco3)c2)c1
    -8% | ? | . | ? | . | . | . | . | -7%
CC(=O)NC(Cc1cc(C)ccc1C)C(=O)N1CCN(C(=O)c2ccc(Br)cc2)CC1 (centres undefined)
    8% | -3% | 14% | i | 17% | -1 | -5% | -6% | 10%
COc1ccc(-c2oc3c(c2C#CC(C)(C)O)C(OCCO)CC3)cc1 (centres undefined)
    -10% | -6% | 3% | i | 1% | -6 | . | . | 17%
CCc1cccc(C)c1NC(=S)NCc1ccccc1
    -14% | -7% | 0% | i | 0% | -17 | 0% | 4% | -1%
CC(=O)Nc1ccc(NC(=S)Nc2ccccc2)cc1
    -13% | -6% | 0% | i | -2% | -11 | -2% | ? | -5%
N#Cc1c(NC(=O)C2CCCO2)sc2c1CCCCCC2 (centres undefined)
    18µM* | 26% | 11% | i | 5% | -2 | ? | ? | 6%
O=C(CN1CCOc2ccccc21)NCc1ccc(F)cc1
    12% | 3% | 1% | i | -10% | 14 | 0% | -1% | 4%
CC(=O)Nc1sc2c(c1C(c1cccs1)N1CCOCC1)CCCC2 (centres undefined)
    -17% | -10% | 15% | i | 7% | -10 | 15% | 4% | 2%
Cc1c(N2C(=O)/C(=C\c3ccccc3O)SC2=S)c(=O)n(-c2ccccc2)n1C
    28% | -20% | 4% | i | -6% | ? | ? | 18µM* | 4%
COc1ccc(-c2c(C)sc(NC(=O)c3ccnn3C)c2C#N)cc1
    ? | -21% | 21µM* | i | 13µM* | 10 | 20% | -330%[inhibitor] | 10µM*
Cc1ccsc1/C=N/NC(=O)CNC(=O)c1ccc(S(=O)(=O)N(C)C)cc1
    -19% | . | -2% | i | -9% | 21 | ? | ? | 1%
CC(C)C[C@H](NC(=O)OC(C)(C)C)C(=O)N[C@@H](CO)[C@H](O)[C@@H]1C[C@@H]1C(=O)NC1CC1
    25% | 2% | 12% | i | 9% | 10 | -3% | -1% | 20%
CC(NC(=O)C(C)N1CCN(Cc2ccccc2)CC1)c1ccc(F)cc1 (centres undefined)
    -15% | -9% | -9% | i | -12% | -6 | 0% | 4% | -2%
C=C(CO)C1Cc2cc(C(C)=O)ccc2O1 (centres undefined)
    -9% | 3% | 0% | i | 1% | 18 | -2% | -6% | 4%
O=C(Nc1ccc(-c2cccc(F)c2)cc1)C1CCCN(Cc2ccccn2)C1 (centres undefined)
    . | -20% | -25% | i | -3% | ? | ? | ? | .
COc1cccc(C2=NN(S(C)(=O)=O)C(c3cn(-c4ccccc4)nc3-c3cccs3)C2)c1 (centres undefined)
    9% | 16% | . | i | . | . | . | . | 5%
COc1ccc(CCNC(=O)Cn2c(=O)n(CC3CCCO3)c(=O)c3cc(OC)c(OC)cc32)cc1OC (centres undefined)
    15% | . | 14% | i | 8% | -5 | -5% | -28% | 3%
Cc1cccc(CSc2ncc(CO)n2C)c1
    15% | 2% | -1% | i | -7% | -20 | -3% | 2% | -4%
CCc1ccccc1Nc1nc(N)nc(CSCC(=O)c2cc(C)n(C)c2C)n1
    -25% | 0% | -1% | i | -1% | -16 | ? | -1% | 2%
CC1CCCC(C)N1C(=O)CN1C(=O)NC2(CCCCCC2)C1=O (centres undefined)
    3% | . | 2% | ? | 6% | 9 | . | . | 16%
Cc1cc(O)ccc1N1C(=O)c2cccc3cc([N+](=O)[O-])cc(c23)C1=O
    5% | -9% | 5% | i | -19% | 17 | ? | 14% | -5%
O=C(CNS(=O)(=O)c1ccc(C(=O)N2CCOCC2)cc1)N1CCOCC1
    10% | 3% | 14% | i | 14% | -5 | -7% | -2%[9.22 µM] | 4%
O=c1[nH]c(SCc2ccccc2Cl)nc2[nH]ncc12
    -13% | -6%[11.3 µM] | -25% | i | ? | -16 | -5% | -5% | 8%
CCCc1nc2ccc(C(=O)OC)cn2c1Cc1cccc(F)c1
    3% | 12% | ? | i | -14% | 17 | . | . | -3%
O=[N+]([O-])c1ccc2c(c1)C(N1CCOCC1)/C(=C/COc1ccc(F)cc1)O2 (centres undefined)
    ? | -14% | -2% | i | 1% | ? | 17% | -1%[9.22 µM] | -3%
COc1ccc(N2C(=O)CCC(C(=O)O)C2c2ccc(F)cc2)cc1 (centres undefined)
    0% | 5% | 17% | i | 11% | 12 | -3% | -17%[9.22 µM] | 0%
Cc1csc(NC(=O)CSc2nnc(C)s2)n1
    ? | 7% | 4% | i | 5% | 0 | -2% | -1% | 15%
O=C(O)CSc1ncnc2c1oc1ccccc12
    27% | -7% | -2% | i | -4% | 32 | ? | 1% | 8%
CN(Cc1ccccc1)C(=O)c1cccc(NC(=O)Cc2cccc([N+](=O)[O-])c2)c1
    ? | ? | -6% | ? | -18% | ? | -4% | 2% | -12%
COc1cc(C(=O)OCC(=O)NC(=O)C2CCCCC2)ccc1OC(F)F
    -7% | . | 10% | i | 9% | -4 | 23% | -6% | -1%
O=C(NCCO)c1ccc2nc(-c3ccco3)c(-c3ccco3)nc2c1
    1% | -2% | -16% | i | -19% | -6 | -5% | -1% | -2%
COc1cc2c(cc1OC)C1CCc3cc4c(cc3C1N=C2)OCO4 (centres undefined)
    ? | . | -9% | i | 1% | -20 | . | . | ?
Cn1cc(S(=O)(=O)N2CCCCCC2)cc1C(=O)N1CCN(c2cccc(Cl)c2)CC1
    0% | 0% | . | ? | . | . | . | . | -17%
COc1ccc(NC(=O)CSc2ccc(-c3cccnc3)nn2)c(OC)c1
    ? | 7% | 10% | i | 7% | -17 | 4% | 0% | -2%
O=C(Nc1cccc(Cl)c1Cl)c1snnc1-c1ccccc1
    ? | 7% | 1%[9.24 µM] | i | -4% | 4 | 8% | -3% | -4%
CCOC(=O)Nc1ccc(C(=O)c2ccncc2)cc1
    0% | -1% | -6% | i | -10% | 58 | -3% | ? | -5%
Cc1ccccc1Cn1cc(S(=O)(=O)c2ccc(Cl)cc2)c(=O)c2cc3c(cc21)OCO3
    -10% | 2% | . | i | . | . | . | . | 10%
Cc1occc1C(=O)NCc1cccs1
    13% | 2% | 7% | i | 1% | 6 | -1% | 0% | -8%
Cc1cc(C(F)(F)F)c2c(=O)[nH]c(=O)n(Cc3ccccc3)c2n1
    0% | 7% | 0% | i | 0% | 21 | ? | -3% | 3%
O=C(COC(=O)c1ccccc1Cl)Nc1ccc2[nH]c(=O)[nH]c2c1
    5% | 17% | 0% | i | 3% | 10 | 0% | -296%[inhibitor] | 1%
Cc1ccc(C(=O)CSc2nc3cc(S(=O)(=O)N4CCOCC4)ccc3o2)cc1
    -29% | 1% | 1% | i | -1% | -10 | 6% | -3% | -2%
O=C(NCc1ccc2c(c1)OCO2)c1ccc2c(c1)N(Cc1ccccc1F)C(=O)c1ccccc1S2=O (centres undefined)
    22% | 10% | . | i | . | . | . | . | 5%
O=C(c1cnsn1)N1CCN(c2ccccn2)CC1
    18% | -12% | 14% | i | 23% | 11 | -2% | -5% | -1%
COc1ccc(NC(=O)c2cc3ccccc3cc2OC)cc1OC
    4% | . | 1% | ? | 3% | -20 | 0% | -23% | -3%
O=C(Cc1csc(Nc2nc(=S)[nH]c3ccccc23)n1)NCc1cccc(Cl)c1
    ? | -36% | ? | ? | -13% | 19 | ? | -6% | 0%
CC1CCCN(Cc2csc(N)n2)C1 (centres undefined)
    ? | 8% | 13% | i | 1% | -13 | -22% | ? | 18%

Part of the list above, in markdown:
| Molecule | KB-V1 cytotox | ATXN2 expr inh | HT1080 IDH1KD tx | ATXN viability | HT1080-NT tox | IL-1B inflam inh | MCF10A rerep | SW480 rereplic | KB-3-1 tox |
| --- | --- | --- | --- | --- | --- | --- | --- | --- | --- |
| Cc1ccccc1Cn1cc(S(=O)(=O)c2ccc(Cl)cc2)c(=O)c2cc3c(cc21)OCO3 | -10% | 2% | . | i | . | . | . | . | 10% |
| Cc1occc1C(=O)NCc1cccs1 | 13% | 2% | 7% | i | 1% | 6 | -1% | 0% | -8% |
